# Compound activity (PubChem)
# RORgamma inh: ROR gamma (mouse) transcription inhibition; P51450; Drosophila S2 Gal4-RORgamma UAS-luciferase reporter, 20 h; Potency, µM (titrated, usually from 53.6 µM), for the others: at the highest dose activity change, negative = inhibition, most hits filed as inhibitors; 5.4% of 310,000 active; note: % is set by controls: 0 for no effect and ±100 for the full control effect; nearly all actives have a fitted effect of over 60% in size
# Target sequence (P51450 whole entry, looked up, the tested form may be a part): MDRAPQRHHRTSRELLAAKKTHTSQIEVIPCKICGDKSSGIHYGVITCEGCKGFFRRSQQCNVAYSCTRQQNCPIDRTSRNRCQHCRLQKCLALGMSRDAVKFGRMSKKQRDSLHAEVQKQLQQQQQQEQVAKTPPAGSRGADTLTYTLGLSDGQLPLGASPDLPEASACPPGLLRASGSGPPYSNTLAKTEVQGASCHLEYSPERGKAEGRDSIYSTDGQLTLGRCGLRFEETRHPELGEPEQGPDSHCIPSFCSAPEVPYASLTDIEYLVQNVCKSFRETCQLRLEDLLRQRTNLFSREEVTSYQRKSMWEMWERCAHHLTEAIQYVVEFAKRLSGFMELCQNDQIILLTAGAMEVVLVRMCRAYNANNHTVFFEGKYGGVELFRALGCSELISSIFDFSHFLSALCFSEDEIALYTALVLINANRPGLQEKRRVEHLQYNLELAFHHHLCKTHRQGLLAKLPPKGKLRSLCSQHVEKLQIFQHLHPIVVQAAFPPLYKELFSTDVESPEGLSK
#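 A Gal4/UAS one-hybrid system in insect cells: metallothionein-promoter Gal4–ROR gamma fusion plus Photinus luciferase reporter. Copper sulfate 700 uM final, 20 hr ambient incubation, luminescent detection after 10 min with reagent.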
# NPC1 promoter act: NPC1 promoter activation. Huh7 NPC1 promoter luciferase reporter, 24 h. Potency, µM (highest dose often 9.22 µM), inactives show at the highest dose activation, hits mostly activators. 2.4% of 320,000 active. AID 485313;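 note: % of control where 0% means no effect; nearly all actives have a fitted effect of over 60% in size; reporter is driven by a mutant NPC1 promoter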
#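 Huh7 cells stably carrying NPC1 promoter–luciferase, plated in Opti-MEM with 10% FBS for 2 h, were exposed to compound in DMSO for 24 h at 37 °C; luciferase reagent was added for 10 min and luminescence read.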
# VP16 counter: counter-screen for ROR gamma inhibitors: Gal4-VP16 reporter. Drosophila S2 Gal4-VP16 UAS-luciferase, luminescence, 20 h. 3.5% of 310,000 active. AID 2546. Potency, µM (top dose mostly 53.6 µM), inactives show at the highest dose activity, negative = inhibition, usual class: inhibitors;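 note: Gal4-VP16 expression switched on by copper sulfate through the metallothionein promoter; % is set by controls: 0 for no effect and ±100 for the full control effect; nearly all actives have a fitted effect of over 50% in size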
# BRCA1 expr up: activators of BRCA1 expression; Potency, µM (top dose mostly 46.1 µM), inactives show at the highest dose activation, most hits filed as activators; MCF7-BRCA1-FFLuc reporter, luminescence, 48 h; response scale: scaled: vehicle 0%, 10 µM genistein 100%; 1.1% of 380,000 active; note: nearly all actives have a fitted effect of over 80% in size; some results filed as inactive show a strong effect at the top dose
#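 Reporter cells (MCF7, BRCA1 promoter-firefly luciferase) received library compounds across a concentration series for 48 h. End-point luminescence was measured and concentration-effect curves derived after normalization.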
# uPA generation: blocks generation of uPA at the cell surface. 0.31% of 330,000 active. cell surface uPA generation assay, qHTS. Potency, µM (highest dose often 38.3 µM), without a hit: at the top dose activity change, negative = inhibition, usual class: inhibitors; active = well fitted inhibition curve with a large enough effect; inconclusive = small, poorly fitted or top-dose-only effect; inactive = no such curve, though single readings can be large or run the other way; tested in mouse RAW 264.7 cells; note: % is set by controls: 0 for no effect and ±100 for the full control effect; nearly all actives have a fitted effect of over 55% in size
# FLuc modulator: firefly luciferase modulation, counter-screen for miR-21 project; Potency, µM (titrated, usually from 57.5 µM), for the others: at the highest dose activity change, negative = inhibition, hits mostly inhibitors; purified FLuc, Km substrates, luminescence inhibition; P08659; AID 588342; 6.9% of 360,000 active;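 note: plate controls were vehicle for no effect and reference inhibitor for full effect; nearly all actives have a fitted effect of over 55% in size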
# Target sequence (P08659 whole entry, looked up): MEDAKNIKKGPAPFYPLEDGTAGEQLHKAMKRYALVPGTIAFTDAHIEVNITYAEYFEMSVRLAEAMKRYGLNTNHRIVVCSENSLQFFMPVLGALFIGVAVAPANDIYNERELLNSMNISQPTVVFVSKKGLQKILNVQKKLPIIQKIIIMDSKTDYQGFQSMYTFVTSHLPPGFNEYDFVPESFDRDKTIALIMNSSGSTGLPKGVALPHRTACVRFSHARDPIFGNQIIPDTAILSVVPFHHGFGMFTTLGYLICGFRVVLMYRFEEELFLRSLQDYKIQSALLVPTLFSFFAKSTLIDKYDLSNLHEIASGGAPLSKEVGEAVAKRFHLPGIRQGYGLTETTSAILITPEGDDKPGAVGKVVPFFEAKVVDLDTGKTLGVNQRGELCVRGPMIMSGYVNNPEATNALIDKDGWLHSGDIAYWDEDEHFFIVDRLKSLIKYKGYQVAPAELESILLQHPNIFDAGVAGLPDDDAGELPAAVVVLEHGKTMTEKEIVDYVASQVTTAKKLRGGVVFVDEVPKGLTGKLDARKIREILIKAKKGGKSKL
#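 Biochemical qHTS of compounds, final roughly 60 µM downward over six points, against 10 nM purified firefly luciferase using Km concentrations of substrates (10 uM D-luciferin, 10 uM ATP) in Tris acetate pH 7.5 buffer; luminescence output.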
# p53 reactivator: mutant p53 re-activation in reporter cells. H1299 p53-A138V BP100-luciferase reporter, luminescence, 24 h. Potency, µM (top dose mostly 92.2 µM), without a hit: at the top dose activity change, positive = activation, hits mostly activators. 0.063% of 320,000 active. AID 504706; note: % of control where 0% means no effect; nearly all actives have a fitted effect of over 45% in size
#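 p53-null H1299 cells stably carrying temperature-sensitive p53-A138V and a BP100-luciferase reporter were pinned with compounds (4-point, 1:5 series) and held 24 hrs at 37 deg C. Luminescence was read 10 min after detection reagent.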
# ELG1 genotox: inducers of genotoxicity in HEK293T ELG1-luciferase cells. HEK293T ELG1-luciferase reporter, luminescence, 16 h. Potency, µM (top dose mostly 46 µM), for the others: at the top dose activity change, positive = activation, actives largely listed as activators. 1.3% of 330,000 active. AID 504466; note: % of control where 0% means no effect; nearly all actives have a fitted effect of over 60% in size
#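 16 hr compound incubation (37 °C, 5% CO2) of HEK293T cells carrying luciferase-tagged ELG1; luciferase then measured by ONE-Glo luminescence after 30 min at RT.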
# MBNL1-CUG inh: blocks human MBNL1 binding to CUG repeat RNA | 0.036% of 280,000 active | TR-FRET MBNL1-His/biotin-(CUG)12 binding, 665/545 ratio | Potency, µM (highest dose often 57.5 µM), inactives show at the highest dose activity change, negative = inhibition, actives largely listed as inhibitors | Q9NR56; active = well fitted inhibition curve with a large enough effect in the signal ratio, with a control signal flat, not every such curve was filed as active; inconclusive = small, poorly fitted or top-dose-only effect, or effect the other way, or a change in a side signal; inactive = no such curve, though single readings can be large or run the other way; the % refers to the signal ratio; note: % is set by controls: 0 for no effect and ±100 for the full control effect
#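 TR-FRET between His-tagged MBNL1 and biotin-(CUG)12 RNA, detected with Tb anti-His antibody (0.055 ng/ul) and streptavidin-XL665 (5 nM), 60 min at room temperature. Compounds titrated 92 nM to 58 uM; 665/545 nm ratio normalized to buffer and complex controls.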
# Rab9 promoter act: activators of Rab9 promoter; Huh7 Rab9 promoter-luciferase reporter, luminescence, 24 h; Potency, µM (doses to about 9.22 µM), inactives show top-dose activation, negative = inhibition, most hits filed as activators; 2.8% of 320,000 active; AID 485297; note: % of control where 0% means no effect; nearly all actives have a fitted effect of over 60% in size
#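 Luminescence from Amplite-detected luciferase (10 minutes, ambient) reports Rab9 promoter activation. Before that, stable Rab9-luciferase Huh7 cells (1500/well, reduced-serum OP-MEM I plus 10% FBS) were exposed to compound for 24 hours at 37C.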
# * hit, by the source's call; ? = inconclusive; . = no result given; & = joins results of further samples; [ ] = another dose, or the depositor's remark. Unless noted, calls come from the whole dose curve; as a rule, active = well fitted curve in the direction sought with a large enough effect; inconclusive = small, poorly fitted or top-dose-only effect, or another doubt; inactive = no such curve, though single readings can be large; an effect the other way counts as inactive or inconclusive. Potency is the fitted concentration of half-maximal effect.
# Each structure is followed by: RORgamma inh | NPC1 promoter act | VP16 counter | BRCA1 expr up | uPA generation | FLuc modulator | p53 reactivator | ELG1 genotox | MBNL1-CUG inh | Rab9 promoter act
CCCCCCCC(=O)NC1=NC(=O)C(C)(C)S1
→ 6% | 1% | -11% | 6% | 2% | 3% | -3% | 1% | -16% | -4%
CCN(Cc1ccccc1)C(=O)CCS(=O)(=O)c1cc2c(cc1Cl)NC(=O)CO2
→ -13% | -2% | -4% | -20%&-1% | 7% | 1%&4% | 3% | 0% | -4% | 2%
O=C(NNc1ncnc2ccccc12)c1cccc(Cl)c1
→ 7.1µM* | ? | -28% | ? | -16% | 2.7µM* | 17% | ? | 2% | 1.8µM*
Cc1cc(NC(=O)c2cccc3c2C(=O)N(C2CCCCC2)C3)ccc1Br
→ -1% | -15% | ? | -4% | -1% | -5% | -9% | 0% | -7% | -15%
O=c1c2ccccc2n(Cc2ccc(F)cc2)c(=O)n1C1CCCC1
→ 11% | 4% | 4% | -15% | 12% | -1% | 15% | 4% | 1% | -8%
NC(N)=N/N=C/c1ccc(OCc2ccc(Cl)cc2)cc1
→ ? | 3.5µM* | 7.1µM* | -2% | -26% | 6µM* | -28% | ? | 8% | ?
O=C(O)COc1ccccc1/C=N/NC(=O)Cc1ccccc1
→ 14%[1.91 µM] | 1% | 1% | -1% | 15% | -6% | ? | -1% | -3% | 5%
O=C(c1ccccc1)N1CCN(c2ccc(N3CCOCC3)nn2)CC1
→ . | 1% | . | -1% | 1% | 4% | 2% | 0% | . | -4%
CC(C)N(C(=S)NC1CC2CCC1C2)c1ccccc1 (stereo not drawn)
→ ? | -2% | -7% | 0% | 1% | -18% | 1% | 0% | -3% | 0%
O=C(O)CSCC(=O)Nc1ccc(Br)c(C(F)(F)F)c1
→ 14% | -4% | 4% | -6% | 2% | -9% | -3% | 0% | -7% | -6%
Cc1cnn(C(=S)NCc2ccc(Cl)cc2)c1
→ 6.3µM* | -1% | 7.1µM* | 1% | . | -13% | 0% | -5% | -9% | 1%
CCN(CC)C(=O)c1cnn(-c2ccccc2)c1NC(=O)c1ccccc1F
→ ? | -2% | -6% | -15% | . | -1% | 0% | 0% | ? | -7%
COc1ccc(C2CC(c3cc(OC)ccc3OC)n3nnnc3N2)cc1 (stereo not drawn)
→ 33% | -5% | -3% | 2% | -12% | -1% | -3% | 0% | 2% | -3%
COc1cccc(/C=C/C(=O)OCC(=O)c2ccc(S(=O)(=O)N3CCCCC3)cc2)c1OC
→ . | -1% | . | 9% | 0% | 5% | 0% | -6% | . | -2%
CC(NC(=O)C1CCN(C(=O)Nc2ccccc2)CC1)c1ccc(Cl)cc1 (stereo not drawn)
→ . | -10% | . | 0% | -4% | -3% | 2% | -2% | . | -6%
COc1ccccc1CNC(=O)C(C)n1nc(C)n2c(cc3occc32)c1=O (stereo not drawn)
→ 16% | 1% | -6% | 0% | -2% | 1% | 3% | 1% | 7% | -3%
COc1cccc(C(c2sc3nc(C)nn3c2O)N2CCN(C(=O)c3ccco3)CC2)c1 (stereo not drawn)
→ 3% | -2% | -1% | -21% | -7% | 3% | 3% | 7% | 0% | -4%
CC1CCN(C(=O)CSc2nc3ccccc3c(=O)[nH]2)CC1
→ 6% | 6% | -13% | 58% | -1% | -14% | 2% | 11% | ? | 11%
CC(C)Oc1ccc(C(=O)Nc2c3c(nn2C(C)(C)C)CS(=O)(=O)C3)cc1
→ 6% | -3% | 2% | 8% | 2% | 1% | -14% | 0% | -7% | -2%
CC(NC(=O)CSc1n[nH]c(=O)n1C1CC1)C12CC3CC(CC(C3)C1)C2 (stereo not drawn)
→ -13% | 1% | 3% | 6% | 3% | 0% | 1% | -1% | -1% | -1%
CCCCn1c2nc3ccccc3nc2c2c(=O)n(CCC(C)C)cnc21
→ -1% | -2% | -9% | -9% | 14% | 1% | -1% | -3% | -15% | -6%
CC(=O)Nc1ccc(NC(=O)CN(c2cccc([N+](=O)[O-])c2)S(C)(=O)=O)cc1
→ -1% | -1% | -1% | 6% | 13% | -2% | -3% | 0% | ? | 1%
Cc1cccc(C)c1OCC(=O)Nc1cc(Cl)ccc1-n1cncn1
→ . | -4% | . | -27% | -3% | 4% | -5% | -11% | . | -9%
Cc1ccc(C(=O)Nc2ccccc2C(=O)N2CCN(c3ccccc3)CC2)cc1
→ . | -1% | . | -6% | -4% | 1% | . | -1% | -4% | 1%
CCOC(=O)c1c(NC(=O)CSc2nnc(C)s2)sc2c1CCC(CC)C2 (stereo not drawn)
→ ? | 0% | -23% | -26% | 3% | -5% | -14% | -12% | -6% | -1%
O=C(N/N=C/c1cccc2ccccc12)c1cccc(F)c1
→ ? | 26% | ? | ? | -1% | 21µM* | 10% | 24% | ? | 28%
O=C(C1=C(O)C(=O)N(CCOCCO)C1c1cccs1)c1cccs1 (stereo not drawn)
→ -9% | 0% | -13% | 7% | 4% | 4% | 9% | 3% | ? | -1%
O=C(Cn1cnc([N+](=O)[O-])n1)N/N=C/c1cc(Cl)ccc1O
→ 7.1µM* | -10% | ? | -54% | -9% | 1% | 1% | ? | ? | -16%
CCc1c(C)[nH]n(-c2nc(-c3ccccc3)cs2)c1=O
→ ? | 8% | ? | 34% | 0% | ? | 22% | 4% | -22% | 3%
Fc1ccc(Cl)cc1/C=N/n1cnnc1SCc1ccccc1
→ ? | 0% | -2% | 7% | -2% | -1% | 1% | 8% | -17% | 4%
O=C(NCc1ccc2c(c1)OCO2)c1ccc(S(=O)(=O)C(F)F)cc1
→ 6% | -1% | -8% | 3% | -3% | -6% | -2% | -5% | -5% | 0%
CC(CN1CCCCC1)c1ccccc1 (stereo not drawn)
→ 9%[1.91 µM] | -1% | -3% | -9% | -1% | -1% | 13% | 0% | -4% | -3%
Nc1nc(NCCCN2CCOCC2)nc(Nc2ccccc2F)c1[N+](=O)[O-]
→ -2% | -7% | -15% | -15% | 9% | -2% | -1% | 0% | . | -6%
O=C(COc1coc(CN2CCN(c3ccc(F)cc3)CC2)cc1=O)Nc1ccccc1
→ . | -5% | . | 1% | 2% | 9% | 1% | 1% | . | -10%
COc1ccc(OC)c(Nc2ncnc3c2cnn3-c2cccc(C)c2)c1
→ ? | -26% | -5% | -75% | ? | -18% | 19% | 0% | -5% | -10%
CC(=O)N(Cc1cc2ccccc2[nH]c1=O)c1ccc(C)cc1
→ 24% | -5% | -5% | -21% | 15% | -5% | 7% | 1% | 7% | 0%
COc1ccc2oc(C(=O)OCC(=O)N3CCCC(C)C3)c(C)c2c1 (stereo not drawn)
→ . | 14% | . | 30% | 7% | ? | 2% | ? | . | 7%
CCC(C)NC(=O)C1CCC(=O)N(c2ccc3c(c2)OCO3)C1c1ccc(OC)cc1 (stereo not drawn)
→ 17% | 1% | 4% | 3% | 6% | 1% | -1% | -11% | 0% | -4%
O=C(COC(=O)c1ccc(Br)o1)Nc1ccc(N2CCOCC2)cc1
→ . | 0% | . | 9% | ? | 1% | 11% | 1% | . | -1%
Cc1ccc(Cl)cc1N1CCN(C(=O)CCS(=O)(=O)c2cccc3nonc23)CC1
→ ? | -1% | -25% | -9% | -6% | 3% | -5% | -11% | ? | -1%
Cc1cc(NC(=O)CSc2nnc(-c3cccs3)n2N)no1
→ -6% | 0% | -19% | -30% | 7% | -10% | 7% | -3% | -1% | 2%
CCCC(=O)Nc1cccc(NC(=O)c2cccc([N+](=O)[O-])c2C)c1
→ 27% | -2% | -1% | -36% | 3% | 3% | -7% | -4% | 24% | 3%
COc1ccc(C(=O)n2c(-c3ccco3)nc3ccccc32)cc1
→ -31% | -12% | -3% | -5% | -9% | -5% | ? | ? | -11% | 2%
COc1ccc(C(=O)NCc2cccnc2)cc1S(=O)(=O)N1CCOCC1
→ -12% | 0% | -2% | 4% | . | 3% | -12% | -1% | -1% | 0%
Cc1cc2c(c(C)c1Br)C(c1ccc3c(c1)OCO3)CC(=O)O2 (stereo not drawn)
→ ? | . | -17% | 13% | 3% | . | -5% | -1% | . | .
CC(=O)c1ccc(NC(=O)CSc2nc(=O)n(CCN3CCOCC3)c3c2CCC3)cc1
→ . | 1% | . | -10% | -22% | -5% | 2% | 13% | . | -1%
CCCCCCCCCC(=O)N/N=C(\C)c1cccnc1
→ ? | -3% | ? | -11% | 3% | 0% | -16% | -6% | -14% | -3%
COc1ccc2[nH]c(=O)c(CN(CCO)C(=O)NCc3ccccc3)cc2c1
→ 6% | . | 4% | 0% | 1% | 2% | . | . | -5% | .
CCOC(=O)c1cnc(-c2ccccc2)nc1Oc1cccc(Cl)c1
→ -2% | -3% | 0% | -11% | -2% | 5% | -5% | 2% | -1% | 1%
CCNc1ccc(C(=O)OCC)cc1NC(=O)c1cccc(N(C)C)c1
→ 1% | -9% | 22% | -86% | ? | ? | 10% | 6% | 7% | -7%
O=P(OC1CCCCC1)(OC1CCCCC1)C(O)c1c(Cl)cccc1Cl (stereo not drawn)
→ -16% | -3% | 4% | -38% | 4% | 1% | -3% | -10% | 16% | 7%
COc1ccc(CCN2C(=O)CC(NC34CC5CC(CC(C5)C3)C4)C2=O)cc1OC (stereo not drawn)
→ ? | -2% | 7% | -108%[inhibitor] | -13% | 1% | -4% | -8% | -2% | -1%
C=CCc1ccccc1OCCSc1nc2ccc([N+](=O)[O-])cc2s1
→ 12% | -2% | ? | -71% | -1% | 1% | -3% | -4% | 7% | 3%
